# SENP8 inh: blocks human SENP8 cleavage of Nedd8 substrate | Q96LD8 | recombinant SENP8, Nedd8 substrate fluorescence | inhibition, % at 20 µM | 360,000 compounds, 0.64% hits | AID 602440; in the data active = inhibition mostly above about 40%, no sharp cut-off; inactive = mostly below about 27%
# Target sequence (Q96LD8 whole entry, looked up): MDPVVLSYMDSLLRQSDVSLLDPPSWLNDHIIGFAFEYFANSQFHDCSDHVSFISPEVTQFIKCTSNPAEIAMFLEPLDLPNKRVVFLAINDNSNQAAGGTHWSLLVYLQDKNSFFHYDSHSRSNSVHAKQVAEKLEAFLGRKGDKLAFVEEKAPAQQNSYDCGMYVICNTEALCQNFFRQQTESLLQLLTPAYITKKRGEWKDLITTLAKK
# SENP1 inh: blocks the human SENP1 SUMO protease catalytic domain | Q9P0U3 | recombinant SENP1 catalytic domain, CyPet-SUMO1-YPet FRET cleavage | inhibition, % at 10 µM | 360,000 compounds, 0.21% hits;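 active = inhibition at least 30% at 10 µM, raw YFP signal under a set limit, fluorescence ratio 0.5 to 1.5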;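 also: 0% = enzyme with DMSO and 100% = no enzyme wells; some results filed as inactive read as strong as hits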
# Target sequence (Q9P0U3 419-644 limits assumed): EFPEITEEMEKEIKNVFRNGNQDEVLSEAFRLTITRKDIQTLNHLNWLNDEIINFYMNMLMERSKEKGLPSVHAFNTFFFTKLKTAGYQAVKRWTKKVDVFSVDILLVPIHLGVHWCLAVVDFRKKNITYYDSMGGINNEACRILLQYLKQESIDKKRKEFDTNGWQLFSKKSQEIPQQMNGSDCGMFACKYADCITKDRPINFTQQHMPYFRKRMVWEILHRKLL
#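 Assay system: hSENP1 catalytic domain, recombinant. Amount: SENP1 enzyme, 20 pM final. Schedule: 50 min reaction, RT, dark. Technique: FRET, CFP and YFP emission. Control set: no-enzyme wells low, DMSO-plus-enzyme wells high control.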
# * hit, by the source's call; i = inactive.
SMILES,SENP8 inh,SENP1 inh
CCc1nc2ccc(C(=O)Nc3ccc(OC)c(OC)c3)cn2c1N(CC)Cc1cccc(Br)c1,-8,-1
COc1ccc(C2=Nc3ccccc3NC(=O)C2N(CCc2cc(OC)cc(OC)c2)C(C)=O)cc1 (stereo not drawn),-17,-1
CC1(C(=O)NS(=O)(=O)c2ccc(Cl)cc2)CCN1C(=O)C1(c2ccccc2)CCCC1 (stereo not drawn),6,2
COc1ccc(NC(=O)Nc2nnc([C@H]3C[C@H](O)[C@@H](CO)O3)s2)cc1,12,2
CCC(=O)N1Cc2cc(C(=O)Nc3nccs3)nc(-c3cccc(-c4ccccc4OC)c3)c2[C@@H]1CCO,-3,1
O=C(Nc1ccccc1)c1cc(C2CCCCN2C(=O)c2cccs2)on1 (stereo not drawn),14,1
N#CN1C2CCC1CC(O)(c1ccccc1)C2 (stereo not drawn),8,-1
CCCCCCCCN1C(=O)[C@H](CC(=O)N2CCN(C(=O)C3CC3)CC2)C[C@@]2(C(=O)OC)CCCCC=C12,5,3
COc1ccc(NC(=O)C2(C)CCN2CCc2ccccc2)cc1OC (stereo not drawn),12,2
Cc1cccc(CN2CCN(C3CN(C4CCCC4)S(=O)(=O)C3)CC2)c1 (stereo not drawn),17,-1
CC(=O)NC(c1ccccc1)c1nc(-c2ccc(F)c(Cl)c2)cs1 (stereo not drawn),22,2
CCNC(=O)C1(C)CCN(C(=O)c2cccs2)C1 (stereo not drawn),11,0
COC(=O)C[C@@H]1OC[C@H](C)N1S(=O)(=O)c1ccc(C)cc1,18,5
CCN1C(=O)[C@@H]2[C@@H]3CN(S(=O)(=O)c4ccc(C)cc4)[C@@H](c4ccccc4)[C@@H]3C(=O)C[C@@H]2C1=O,9,-14
COc1cccc(-c2cnc3cccnn23)c1,i,-54
CCOC(=O)N1CCN(C(=O)C[C@@H]2C[C@@]3(C(=O)OCC)CCC=C3N(Cc3ccc4c(c3)OCO4)C2=O)CC1,10,1
CCc1nc2ccc(C(=O)NCCc3ccccn3)cn2c1N(C)Cc1nccs1,17,1
COC(=O)[C@]12CCCCC=C1N(Cc1ccc3c(c1)OCO3)C(=O)[C@H](CC(=O)NCCCCc1ccccc1)C2,17,4
CCCCN1CCCCC1(C)C(=O)NCc1cccc(OC)c1 (stereo not drawn),10,-11
Cc1ccc(Cc2c(-c3cccc(Br)c3)nc3ccc(Cl)cn23)cc1,-182,4
NC(c1csc(Nc2ccc(C(=O)NCCO)cc2)n1)C1CCCCC1 (stereo not drawn),-325,-2
OC[C@@H]1CN(CCN2CCOCC2)C[C@H](n2cnc3c(NCc4ccc(F)cc4)ncnc32)O1,11,0
CC(C)Nc1ncnc2c1ncn2[C@H]1CN(Cc2ccc3c(c2)OCO3)C[C@@H](CO)O1,15,-1
COC(=O)C1=CN(c2cccc(OCc3ccccc3)c2)C(N)=C(C#N)C1c1ccc(-c2ccccc2)cc1 (stereo not drawn),-211,-18
CC1(C)OC2C(CO)OC(n3cnc4c(=S)nc(N)[nH]c43)C2O1 (stereo not drawn),-24,1
CCc1nc2ccc(C(=O)NCCc3ccccn3)cn2c1N(C)Cc1ccc(N(C)C)cc1,10,-4
Cc1cc2c(cc1C)-n1nnnc1C(N(C)Cc1ccccc1)C(=O)N2 (stereo not drawn),-13,-2
COCCN(Cc1ccc(C)cc1)C(=O)[C@H]1O[C@@H](n2ccc(N)nc2=O)[C@H](O)[C@@H]1O,15,0
COc1cccc(C(O)c2nc(/C=C/c3ccccc3)cs2)c1 (stereo not drawn),0,-6
CC(=O)NC(C)(c1ccccc1)c1nc(-c2cccc3cccnc23)cs1 (stereo not drawn),-190,0
O=C(Nc1nnc([C@H]2C[C@H](O)[C@@H](CO)O2)s1)c1cccc(C(F)(F)F)c1,-6,8
CCOC1=C2[C@@H](CN(S(=O)(=O)c3ccc(C)cc3)[C@H]2c2cccc3ccccc23)[C@H]2C(=O)N(c3ccccc3)C(=O)[C@H]2C1,8,4
COc1ccc(CCN2C(=O)c3ccccc3C2c2nnnn2C(C)C)cc1OC (stereo not drawn),15,1
CCC(C)[C@H]1CNC(=O)C(=O)N1CCc1cccc(F)c1 (stereo partly drawn),-1,1
CN(C)c1cccc(-c2cc(Nc3ccc(C(C)(C)C)cc3)ncn2)c1,i,-8
CCCNC(=O)C1(C)CCN(C(=O)c2cc(C)n(C(C)(C)C)n2)C1 (stereo not drawn),-2,2
CC(C)(C)c1ccc(NC(=O)c2cc(C3CCCN(S(=O)(=O)c4cccc5cccnc45)C3)on2)cc1 (stereo not drawn),18,-1
OC[C@@H]1CN(Cc2cccs2)C[C@H](n2cnc3c(NCc4ccc(F)cc4)ncnc32)O1,21,-2
CC(=O)Nc1cccc(NC(=O)c2cccc(Cl)c2)c1,8,1
CSCC[C@H](CO)NC(=O)[C@H]1O[C@@H](n2cnc3c(N)ncnc32)[C@H](O)[C@@H]1O,16,0
CC(C)(C)n1nnnc1C(c1ccccc1)N1CCN(C(=O)c2ccco2)CC1 (stereo not drawn),18,2
COc1cccc(C(=O)N2CCC[C@H]2C(=O)N2CCC[C@H]2C(=O)N[C@H](C)c2ccccc2)c1,14,1
CCOC(=O)CC1(CCc2ccccc2)Oc2ccccc2O1,13,3
CC1(C(=O)O)CCCN(C(=O)c2cc3ccccc3s2)C1 (stereo not drawn),18,4
CC(C)c1ccc(C(=O)N2CCOCC2c2cc(C(=O)Nc3ccccc3)no2)cc1 (stereo not drawn),10,0
CN(Cc1cccc(C(F)(F)F)c1)C(=O)[C@H]1O[C@@H](n2ccc(N)nc2=O)[C@H](O)[C@@H]1O,3,2
O=c1[nH][nH]c2c1[C@H](c1ccc(F)cc1)O[C@H](C1CCCCC1)C2,9,0
COc1ccc(S(=O)(=O)NC(=O)C2(C)CCN2C(=O)c2c(C)noc2C)cc1 (stereo not drawn),21,-1
COc1ccccc1C(NC(=O)C1CCN(CCOc2ccc(Cl)cc2Cl)CC1)c1ccccn1 (stereo not drawn),12,-1
COC(=O)C[C@H]1CC[C@@H](NS(=O)(=O)c2ccc(C)cc2)[C@@H](CO)O1,15,3
CCCCNC(=O)c1nc(-c2cccc(C(F)(F)F)c2)oc1-c1ccc(OC(F)(F)F)cc1,-356,1
Cc1noc(C)c1-c1ccc(C(=O)Nc2cccc(NS(C)(=O)=O)c2)c2occc12,3,0
COCCN1C(=O)c2ccccc2C1c1nnnn1C(C)C (stereo not drawn),15,2
CC(=O)Nc1cc(-c2ccccc2N(C)C)cn2c(-c3ccc(S(C)(=O)=O)cc3)cnc12,-444,-32
CC(=O)Nc1ccc(C(C)=NNC(=O)C2CCCC2)cc1,4,2
CCCCNC(=O)C1(C)CCC(=O)N1CCOC (stereo not drawn),20,2
CCc1nc2ccc(C(=O)Nc3cccc(OC)c3)cn2c1N(CCC(C)C)CCN(C)C,2,-16
CSCCC(C(=O)NC(C)(C)C)n1c(-c2ccccc2)nc2ccccc21 (stereo not drawn),8,-1
CCCCNC(=O)C1(C)CCN1C(=O)c1ccc2c(c1)CCO2 (stereo not drawn),2,1
CSc1ccc(Cn2c(C)c(C(=O)NCc3ccccc3C(F)(F)F)sc2=O)cc1,4,1
# Continuation:
SMILES,SENP8 inh,SENP1 inh
CN1OC[C@@H]2CN(Cc3ccc4c(c3)OCO4)[C@H](c3ccc(N4CCCCC4)cc3)C[C@@H]21,9,0
CCOC1=C2[C@H](c3ccccc3)N(S(=O)(=O)c3ccccc3)C[C@H]2n2c(=O)n(-c3ccccc3)c(=O)n2C1,6,1
CC(=O)OC[C@@H]1CN(Cc2ccccc2)C[C@H](n2cnc3c(NC(C)C)ncnc32)O1,-6,-19
O=C(NC1CCCCC1)OC1CC2CC1[C@H]1CCCCN1C2=O (stereo partly drawn),14,1
CN(C)c1ccc(NC(=S)Nc2ccc3c(c2)c(=O)n(C)n3-c2ccc(C(C)(C)C)cc2)cc1,-484,3
CC(C)n1c(=O)c2ccccc2n1Cc1cn(-c2ccc(Cl)cc2)nn1,-336,-1
Cc1cccc(C)c1NC(=O)c1ccc(-c2cc(F)ccc2F)o1,16,1
COc1ccc(-c2cnc3c(NC(C)=O)cc(-c4cccc(C(=O)N(C)C)c4)cn23)cc1OC,-254,-1
COCCNC(=O)C1(C)CCCN(Cc2ccc(C)c3ccccc23)C1 (stereo not drawn),21,0
COc1cccc(C(c2nnnn2C2CCCC2)N2CCN(C/C=C/c3ccccc3)CC2)c1OC (stereo not drawn),17,2
COc1ccc(C(=O)c2[nH]c(N)c(C(=O)NCCc3c[nH]c4ccccc34)c2-c2ccc(Cl)c(F)c2)cc1,-2,-10
CC(C)Nc1nc(Nc2ccc(C(N)=O)cc2)c2sccc2n1,i,2
COc1ccc(C(O)c2nc(-c3ccccc3OC)cs2)cc1 (stereo not drawn),7,-1
Cc1ccc(C(=O)Nc2nc(C(N)C(C)C)cs2)cc1 (stereo not drawn),3,-11
O=C(NCc1cccc(C(F)(F)F)c1)c1csc(COCCO)n1,16,4
NC(c1csc(Nc2cc(NCc3ccco3)ncn2)n1)c1ccccc1Cl (stereo not drawn),-26,-18
CC1(C(=O)NS(=O)(=O)c2ccc(Cl)s2)CCN1C(=O)Cc1ccccc1Cl (stereo not drawn),6,1
O=C1NC[C@H](CCCCN2CCN(Cc3ccccc3)C(=O)C2=O)N(Cc2ccccc2)C1=O,5,2
CC(=O)Nc1cccc(-c2ccnc3c2CC(C(=O)Nc2cccc(NS(C)(=O)=O)c2)O3)c1 (stereo not drawn),17,0
Cn1cc(-c2ccc(C(=O)Nc3cccc(Oc4ccccc4)c3)c3occc23)cn1,-78,-2
CCc1nc2ccc(C(=O)NCc3ccc(OC)cc3)cn2c1N(CCC(C)C)CCN(C)C,-11,-137
C=CCN(CC=C)Cc1cc(=O)oc2cc(C)c(C)cc12,-1,2
CCOC(=O)C1=CCN(S(=O)(=O)c2ccc(F)cc2)C1c1cccc(F)c1 (stereo not drawn),16,1
COC(=O)c1ccc2nc(-c3ccc(C)cc3)c(Cc3cccc(Cl)c3)n2c1,-382,-10
COc1cccc(NC(=O)C2(C)CCN2Cc2ccccc2Cl)c1 (stereo not drawn),9,-1
CC1(Cc2ccccc2C#N)C(=O)Nc2cc(-c3ccccc3Cl)ccc21 (stereo not drawn),13,0
Cc1ccc(Cc2c(-c3ccc(F)cc3)nc3c(C)cc(Br)cn23)cc1,-3,40*
COc1cccc(-c2cnc(C(O)c3cc(Cl)cc(Cl)c3)[nH]2)c1 (stereo not drawn),20,1
C/C=C/c1cccc(-c2nc(C(=O)N3CCOCC3)cc3c2[C@@H](CCO)N(C(=O)NC(C)C)C3)c1,17,-3
CCCCCCCCN1C(=O)[C@H](CC(=O)NCc2ccc(OC)c(OC)c2)C[C@@]2(C(=O)OCC)CCC=C12,5,3
COC(=O)c1sc(NC(=O)OCc2ccccc2)nc1CCNC(=O)OC(C)(C)C,-16,-1
O=C(C(=O)N1CCN(c2ccccc2F)CC1)c1ccccc1,24,3
CCc1nc2c(OCc3ccccc3)cccn2c1N(C)C(C)=O,15,1
Cc1cc(Br)cn2c(Cc3ccccc3)c(-c3cccc(Cl)c3)nc12,-4,2
CCc1nc2ccc(C(=O)NCCCN(C)C)cn2c1N(C)Cc1ccc(OC)cc1,17,-3
COc1ccc(Cc2c(-c3cccc(Cl)c3)nc3ccc(C)cn23)c(C)c1,-197,2
O=C(NCc1ccccc1)C(c1ccc(-c2ccccc2)cc1)n1c(=O)c(-c2ccco2)nc2ccccc21 (stereo not drawn),-412,-36
Cc1cccc(-c2cc(N3CCCN(C)CC3)n3nccc3n2)c1,i,-16
Cc1ccc2nc(-c3ccco3)c(Cc3cccc(F)c3)n2c1,-385,-1
O=C(NCC1CC1)c1cccc2c(-c3ccc(F)c(F)c3)coc12,16,0
CC(C)c1ccc(CC(=O)N2CCC2(C)C(=O)Nc2ccc3c(c2)OCO3)cc1 (stereo not drawn),21,0

# Bioassay records (PubChem BioAssay)

# Not all compounds are listed; the hit share may differ from the screen's.
